Rev-erbA mod = Rev-erb alpha (human) modulation. Rev-erbα–FITC-DNA binding, fluorescence polarization, 90 min. AID 1259318. hit rate 0.79% among 370,000. activity, % at 10 µM. P20393;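 active = activity above about 14%, limit read from the data; passing the limit was not always enough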;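 also: 0% = DMSO wells with 35 nM protein and 100% = DMSO wells with 750 nM protein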
ARFGAP1 inh = inhibits rat ARF GTPase activating protein 1; hit rate 0.26% among 360,000; Q62848; inhibition, % at 16.5 µM; AID 651572; Arfgap1-stimulated ARF1 GTP hydrolysis, GDP FP detection;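 active = inhibition above a per-plate limit, mean inhibition of low control wells plus 3 SD, cut at about 25% in these data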;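 also: 0% = DMSO wells with enzyme and 100% = wells lacking Arfgap1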
Target sequence (Q62848 1-136 limits assumed): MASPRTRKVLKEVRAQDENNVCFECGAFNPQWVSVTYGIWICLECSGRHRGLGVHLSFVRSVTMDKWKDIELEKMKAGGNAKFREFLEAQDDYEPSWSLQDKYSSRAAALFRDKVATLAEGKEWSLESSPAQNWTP
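System: truncated rat Arfgap1 GAP domain / Medium: HEPES-based buffer, pH 7.5 / Also added: N-terminally truncated human ARF1-GTP substrate / Incubation: enzyme reaction 120 min at 25 °C after 20 min preincubation / Measured by: FP of antibody-bound GDP Alexa 633 tracer, ex 620/em 688 nm / Replicates: singlicate, each compound tested once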
mABHD4 FP = ABHD4 (mouse) inhibition, primary FP screen. hit rate 0.54% among 370,000. purified mABHD4, FP-Rh probe fluorescence polarization. AID 720543. inhibition, % at 8.92 µM;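 active = inhibition exceeding the mean over every tested compound plus 3 SD, cut at about 30% in these data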;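 also: 0% = plate median of compound wells and 100% = S159A mutant with DMSO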
Target sequence (Q8VD66 whole entry, looked up): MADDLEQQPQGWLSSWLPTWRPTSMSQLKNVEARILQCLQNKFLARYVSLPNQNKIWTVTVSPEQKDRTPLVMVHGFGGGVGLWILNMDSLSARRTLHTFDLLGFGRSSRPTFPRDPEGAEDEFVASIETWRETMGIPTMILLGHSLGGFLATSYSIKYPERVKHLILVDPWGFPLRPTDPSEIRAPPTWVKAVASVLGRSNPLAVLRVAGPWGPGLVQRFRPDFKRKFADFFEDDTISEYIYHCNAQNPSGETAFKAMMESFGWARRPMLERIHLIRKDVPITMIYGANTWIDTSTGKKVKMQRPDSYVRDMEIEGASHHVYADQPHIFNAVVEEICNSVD
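Assay system: mABHD4 protein; medium: HEPES pH 7.0, NaCl, Pluronic buffer; dosing: 8.92 µM, single dose; schedule: 45 min + 60 min at 25 °C; signal: FP readout, ex 525 nm / em 598 nm; read-out: normalized percent inhibition of probe labeling; repeats: single replicate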
HTRA1 inh = blocks human HTRA1 serine peptidase; inhibition, % at 5.96 µM; recombinant HTRA1, FP-rhodamine activity-based probe, fluorescence polarization; hit rate 0.5% among 340,000; Q92743; in the data active = inhibition above about 36%;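 also: 0% = enzyme with DMSO and 100% = wells lacking enzyme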
Target sequence (Q92743 whole entry, looked up): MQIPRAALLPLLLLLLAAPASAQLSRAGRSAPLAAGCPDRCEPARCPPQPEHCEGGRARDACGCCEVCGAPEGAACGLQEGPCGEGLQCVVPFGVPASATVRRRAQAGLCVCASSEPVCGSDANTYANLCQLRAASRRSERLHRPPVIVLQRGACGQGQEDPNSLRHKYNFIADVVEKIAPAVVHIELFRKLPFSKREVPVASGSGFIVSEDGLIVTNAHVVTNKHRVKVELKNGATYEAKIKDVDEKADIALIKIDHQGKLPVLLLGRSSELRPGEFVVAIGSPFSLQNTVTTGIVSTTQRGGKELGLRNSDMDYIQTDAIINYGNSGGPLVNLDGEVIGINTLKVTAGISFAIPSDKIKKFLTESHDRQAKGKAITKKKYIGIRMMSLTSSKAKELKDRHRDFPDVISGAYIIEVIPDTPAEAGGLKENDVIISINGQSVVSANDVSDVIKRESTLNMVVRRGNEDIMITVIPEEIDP
ASAP1 GAP inh = inhibitors of human ASAP1 ArfGAP activity; hit rate 0.19% among 360,000; inhibition, % at 16.5 µM; ASAP1-stimulated ARF1 GTP hydrolysis, GDP FP detection; in the data active = inhibition above about 25%;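 also: 0% = vehicle with enzyme and substrate and 100% = no enzyme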
rCAG RNA binder = binds r(CAG) RNA repeats; r(CAG) RNA repeat, TO-PRO-1 dye displacement fluorescence; inhibition, % at 3 µM; hit rate 1.3% among 370,000; AID 651821;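 active = inhibition above the plate cutoff, the mean of all test compounds on that plate plus 3 SD, cut at about 35% in these data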;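 also: 0% = DMSO alone and 100% = 100 µM mitoxantrone as full dye displacement; higher means more dye released from RNA so lower well fluorescence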
NPR1 activator = GC-A (human) enzyme activation; P16066; hit rate 0.14% among 370,000; HEK293 GC-A cells, cGMP TR-FRET, EC30 ANP; 0% at EC30 ANP, 100% saturating ANP; activation, % at 10 µM; in the data active = activation above about 40%
NPR2 activator = GC-B (human) receptor activation; activation, % at 10 µM; hit rate 0.11% among 370,000; P20594; HEK293-GC-B cells, CNP EC30, cGMP TR-FRET; 0% at EC30 CNP, 100% saturating CNP;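 active = activation at 10 µM reaching about 35% in either raw or pattern-adjusted values, limit read from the data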
PG9 binder = binds the HIV-1 gp120 antibody PG9 | TR-FRET gp120-PG9 antibody binding | inhibition, % at 6.7 µM | hit rate 0.43% among 360,000; in the data active = inhibition above about 8.5%
SMARCA2 activ = activators of SMARCA2 function. MG213 cells, MMTV-luciferase reporter, dexamethasone, overnight. activation, % at 9.1 µM. hit rate 1% among 370,000. AID 652017; in the data active = activation above about 7.8%;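 also: 0% = vehicle wells and 100% = reference activator wells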
An asterisk follows results filed as active; · = no result given.

SMILES	Rev-erbA mod	ARFGAP1 inh	mABHD4 FP	HTRA1 inh	ASAP1 GAP inh	rCAG RNA binder	NPR1 activator	NPR2 activator	PG9 binder	SMARCA2 activ
COc1ccc(S(N)(=O)=O)cc1C(=O)OCC(=O)N1CCCC(C)C1 (stereo unspecified)	-6.2	11.5	-8.3	6.9	2.5	5.1	3.8	5.4	1.4	1.5
O=C(N=C1SC2CS(=O)(=O)CC2N1c1cc(Cl)ccc1Cl)C1CC1 (stereo unspecified)	-7.1	-0.8	-0.4	-3.1	5.0	0.3	-5.8	-5.5	-2.0	2.3
Cc1ccc(C(=O)N(CCCN(C)C)c2nc3ccc(Cl)cc3s2)cc1C	0.8	8.9	10.0	-5.2	-4.5	0.6	-28.4	-7.9	-0.1	-2.3
CCCC[C@H]1C2CC(OC(=O)NCCCC(=O)OCC)C(C2)[C@H]2CCCCN21 (stereo partly specified)	2.1	·	-4.1	·	·	1.0	4.5	3.0	·	-1.5
CC(C)(C)OC(=O)N1CCN(C(=O)Nc2ccc3c(c2)OCCO3)CC1	-2.3	-11.5	-2.5	2.1	-6.1	-7.8	2.1	1.2	0.8	-1.2
CCCc1nc2nc(C)c(NS(=O)(=O)c3ccc(Cl)cc3)c(=O)n2[nH]1	-0.7	3.6	5.3	3.4	0.1	4.4	-1.4	-1.0	-0.2	-2.3
C/C(CC(=O)Nc1ccc(OCc2ccccc2)cc1)=N\NC(=O)C(=O)Nc1ccccc1C	-5.1	1.3	2.9	-9.1	3.9	5.9	-1.8	4.2	-0.5	2.1
C=CCN=C1NC(CCc2ccccc2)C(C(=O)OC)=C(C)N1Cc1ccccc1C(F)(F)F (stereo unspecified)	0.6	7.0	8.9	·	4.2	6.9	-14.5	-9.8	-0.5	-1.0
Cc1onc(-c2c(F)cccc2Cl)c1C(=O)Nc1sc2c(c1C#N)CCC(C(C)(C)C)C2 (stereo unspecified)	26.8*	-15.8	2.1	-6.1	-7.5	2.9	1.7	3.3	-1.8	-1.7
COc1ccc(C(=O)NCc2nnc(SCCOc3ccccc3)n2C)cc1	0.4	1.5	-0.2	7.5	-3.8	-7.1	2.1	2.0	-1.4	-1.4
COc1cc(NS(=O)(=O)c2ccc(C)cc2)c2c(c1N)C(=O)c1ccccc1C2=O	-12.6	11.3	-6.3	1.6	8.8	5.2	4.0	1.8	-5.2	4.5
O=C(Nc1ccc2c(c1)CCC2)C1CCN(c2ncccn2)CC1	-3.5	8.7	-8.7	2.7	-6.0	-3.7	1.0	-1.7	-1.9	6.3
CCCn1c(SCC(=O)N(C)C2CCCCC2)n[nH]c1=O	4.5	-11.3	2.9	5.7	1.9	0.1	-2.6	1.0	0.4	1.4
O=C(NCc1ccc2c(c1)OCO2)C1CCN(c2ncccn2)CC1	-0.8	-6.3	0.9	9.9	5.5	-2.4	4.6	2.4	-1.7	0.2
CN(C)CCCNC(=O)c1ccccc1Oc1ccccc1	3.4	-4.7	-3.1	6.5	0.2	-3.0	4.5	2.2	-0.5	0.9
CCOC(=O)[C@]12CCCC=C1N(CCCOC)C(=O)[C@@H]2CC(=O)N1CCN(C(=O)C2CC2)CC1	0.2	·	2.0	·	·	1.9	2.3	8.3	·	-2.5
Cc1cc(NC(=O)CSc2nc3cc4c(cc3c(=O)n2CCc2ccccc2)OCO4)no1	7.3	-6.5	0.7	7.9	14.5	0.1	0.4	-5.8	3.2	-2.4
COc1ccc(N2CCN(S(=O)(=O)CCNC(=O)COc3ccc(Cl)cc3)CC2)cc1	-4.9	4.2	-5.3	1.4	-18.3	-4.2	2.7	1.2	3.0	-1.1
CC1CN(c2ccc(Oc3ccccc3)cc2)c2nc3c(c(=O)[nH]c(=O)n3C)n2C1 (stereo unspecified)	0.6	7.7	5.7	9.5	-4.6	-0.2	3.6	-0.1	-0.3	0.3
COC(=O)c1ccccc1NC(=S)NC(NC(=O)COc1ccccc1)C(Cl)(Cl)Cl (stereo unspecified)	1.8	0.5	-23.0	-32.8	-11.5	6.6	-0.5	-1.3	0.4	-1.1
COc1ccc(OC)c(CNc2ccc3c(c2)CCC3)c1	3.5	-11.8	-3.7	-2.7	6.4	2.4	0.5	-3.5	-3.7	-0.8
CC1(C)NC(=O)NC2(C)NC(=O)NC(C)(C)C12 (stereo unspecified)	3.3	6.6	1.1	-1.6	0.2	3.6	2.3	-0.4	-1.2	4.6
CCCCCCCCC(=O)N/N=C(\C)c1cccnc1	-1.2	-0.7	-9.4	-19.0	0.7	0.7	3.4	-1.1	-1.3	-2.6
COc1ccc(-n2c(Cc3cccn3C)nnc2SCC(=O)NC2CCCC2)cc1	-6.1	7.5	-8.3	2.4	4.2	6.1	0.9	1.8	0.5	1.6
CCN1C(=O)[C@H]2[C@H]3CN=C(SCc4ccc(C)cc4)N3[C@@](Cc3ccccc3)(C(=O)OC)[C@H]2C1=O	-1.3	13.6	-0.6	-7.2	-4.5	0.4	-1.3	2.5	-1.7	-2.5

Rev-erbA mod: what is marked active above
structure	Rev-erbA mod	ARFGAP1 inh	HTRA1 inh	ASAP1 GAP inh	NPR1 activator	NPR2 activator	PG9 binder	SMARCA2 activ
Cc1onc(-c2c(F)cccc2Cl)c1C(=O)Nc1sc2c(c1C#N)CCC(C(C)(C)C)C2 (stereo unspecified)	26.8*	-15.8	-6.1	-7.5	1.7	3.3	-1.8	-1.7

Remaining list, next part
SMILES	Rev-erbA mod	ARFGAP1 inh	mABHD4 FP	HTRA1 inh	ASAP1 GAP inh	rCAG RNA binder	NPR1 activator	NPR2 activator	PG9 binder	SMARCA2 activ
O=C(CC12CC3CC(CC(Br)(C3)C1)C2)Nc1cccc(S(=O)(=O)NC2=NCCC2)c1	-1.6	-6.0	0.6	10.7	-13.7	2.6	1.0	-0.8	-0.5	-0.5
COCCn1c(-c2ccc(OC)cc2)cnc1N	-2.0	8.7	2.4	8.3	2.2	-0.2	0.1	2.0	-0.1	-4.7
O=C(NNC(=O)c1ccccc1[N+](=O)[O-])c1cccs1	0.1	-7.3	2.2	-7.7	0.3	-1.1	3.3	2.1	-0.2	-1.4
Cc1ccc(C(C)C)c(OCC(=O)NNC(=O)Cn2[nH]c(=O)c3ccccc3c2=O)c1	-14.2	-0.5	6.6	-5.9	-6.8	7.4	-3.3	-5.6	-0.5	-5.0
Nc1ccc2c(c1)C(=O)N(CCCCCC(=O)O)C2	0.0	2.3	2.7	-4.3	-3.9	2.7	-2.2	3.7	-1.4	1.3
O=C(Cc1cc(=O)[nH][nH]1)N/N=C/c1ccccc1C(F)(F)F	-0.8	·	7.2	·	·	3.8	1.7	2.3	·	3.1
c1ccc(-c2nc(N3CCCCC3)nc3ccccc23)cc1	4.4	7.3	-7.8	-7.6	-5.9	7.1	-0.9	0.7	2.8	0.9
CN1CCN(C(=S)c2ccc(-c3cccc([N+](=O)[O-])c3)o2)CC1	1.4	-9.2	2.6	-1.3	-5.4	0.7	1.1	-2.4	0.8	7.9*
COc1ccc(C(CNC(=O)COc2c(C)cc(C)cc2C)N2CCOCC2)cc1 (stereo unspecified)	-7.7	-1.3	3.3	-6.4	0.6	-0.9	-11.1	-3.3	-0.7	0.2
O=C(CCCOc1ccc(Br)cc1)NCCc1ccc(OC(F)F)cc1	4.7	21.0	-2.2	-15.2	8.0	-5.5	5.9	-1.0	0.5	-4.5
Cc1ccc([N+](=O)[O-])cc1S(=O)(=O)N1CCN(C)CC1	0.3	0.5	-0.7	2.5	-8.7	6.3	0.8	-6.5	-1.7	-1.7
COc1ccccc1NS(=O)(=O)c1cc(C(=O)NCC(c2ccco2)N(C)C)ccc1C (stereo unspecified)	2.1	-0.8	3.4	-0.3	2.5	0.3	0.9	2.8	-0.5	-1.4
COc1ccc(NC(=S)Nc2ccc(N)c([N+](=O)[O-])c2)cc1	6.3	9.9	33.8*	35.7	5.7	2.8	1.9	-3.6	-6.5	-2.1
COc1ccc(C(=O)NC2CC(C)(C)NC(C)(C)C2)cc1OC	1.1	-2.5	-0.2	-7.1	6.9	-0.9	3.2	-3.5	-3.3	-1.6
COc1ccc(CCCc2nnc(SCC(=O)Nc3nc(C)cs3)n2C)cc1C	0.1	1.0	-8.6	-7.3	5.1	-7.6	-7.9	-5.7	0.5	-0.9
Cc1cc(C)nc(NC=C2C(=O)OC(C)(C)OC2=O)n1	-0.4	5.5	-8.1	6.7	-6.9	-2.4	5.8	3.9	1.0	-4.8
O=C1OC(c2ccccc2)=C/C1=C/N1CCOCC1	-4.3	11.6	3.2	6.5	6.9	8.6	-3.2	4.2	-2.9	-0.3
COc1ccccc1NS(=O)(=O)c1ccc(O)c(NC(=S)NCC2CCCO2)c1 (stereo unspecified)	2.3	13.9	-6.3	6.4	-1.5	6.8	7.5	11.3	1.1	-3.5
COc1ccc(NC(=O)C(CCSC)N2C(=O)c3ccccc3C2=O)cc1 (stereo unspecified)	-7.5	5.6	3.2	7.9	1.0	-2.3	-1.0	4.0	-0.4	-1.6
COC1=CC(=O)C(C2CC(=O)c3c(O)cc(O)cc3O2)=CC1=O (stereo unspecified)	-1.2	-1.9	48.7*	17.8	-2.9	19.8	4.0	-5.1	-4.2	2.2
O=C(/C=C/c1ccco1)N1CCN(c2ccc(F)cc2)CC1	-4.2	6.7	6.6	7.0	-1.4	-3.0	-4.6	0.7	0.8	0.4
NS(=O)(=O)c1ccc(CCNC(=O)c2cc(-c3cccs3)nc3ccccc23)cc1	3.4	-7.2	-11.7	-22.1	-2.9	15.1	-5.0	-1.8	-1.5	0.7
CC(C)CCn1c(Br)nc2c1c(=O)n(CC(N)=O)c(=O)n2C	-5.8	3.0	1.6	4.0	-6.5	-1.9	1.8	3.7	-0.4	-1.3
Cc1nc2n(n1)C(c1ccccc1)C1=C(CC(c3ccco3)CC1=O)N2 (stereo unspecified)	0.3	-4.5	-0.5	-4.4	2.6	-2.4	-3.8	-1.5	-1.1	-1.4
COC(=O)[C@]12CCCCC=C1N(Cc1ccco1)C(=O)[C@H](CC(=O)NCCCN1CCCC1=O)C2	-1.2	7.5	6.2	·	4.5	4.6	1.6	1.4	-0.3	-0.6
CC(C)=C1C2CCC1C1C(=O)N(NC(=O)COc3ccc(C(C)(C)C)cc3)C(=O)C21 (stereo unspecified)	-0.2	-5.2	8.3	-2.8	-0.7	-4.5	-1.1	5.3	1.5	-2.6

Part of the list above in order of number of heavy atoms, ascending.
SMILES	Rev-erbA mod	ARFGAP1 inh	mABHD4 FP	HTRA1 inh	ASAP1 GAP inh	rCAG RNA binder	NPR1 activator	NPR2 activator	PG9 binder	SMARCA2 activ
Nc1ccc2c(c1)C(=O)N(CCCCCC(=O)O)C2	0.0	2.3	2.7	-4.3	-3.9	2.7	-2.2	3.7	-1.4	1.3
CC(C)CCn1c(Br)nc2c1c(=O)n(CC(N)=O)c(=O)n2C	-5.8	3.0	1.6	4.0	-6.5	-1.9	1.8	3.7	-0.4	-1.3
O=C(CCCOc1ccc(Br)cc1)NCCc1ccc(OC(F)F)cc1	4.7	21.0	-2.2	-15.2	8.0	-5.5	5.9	-1.0	0.5	-4.5
CC(C)=C1C2CCC1C1C(=O)N(NC(=O)COc3ccc(C(C)(C)C)cc3)C(=O)C21 (stereo unspecified)	-0.2	-5.2	8.3	-2.8	-0.7	-4.5	-1.1	5.3	1.5	-2.6

An unsorted share of the library, and some 4.4% of all compounds hit somewhere here.
